# FLuc modulator = firefly luciferase modulation, counter-screen for miR-21 project; purified FLuc, Km substrates, luminescence inhibition; AID 588342; Potency, µM (top dose mostly 57.5 µM), without a hit: at the top dose activity change, negative = inhibition, actives largely listed as inhibitors; 360,000 tested, 6.9% active; active = well fitted inhibition curve with a large enough effect; inconclusive = small, poorly fitted or top-dose-only effect;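 also: plate controls were vehicle for no effect and reference inhibitor for full effect; nearly all actives have a fitted effect of over 55% in size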
# Target sequence (P08659 whole entry, looked up): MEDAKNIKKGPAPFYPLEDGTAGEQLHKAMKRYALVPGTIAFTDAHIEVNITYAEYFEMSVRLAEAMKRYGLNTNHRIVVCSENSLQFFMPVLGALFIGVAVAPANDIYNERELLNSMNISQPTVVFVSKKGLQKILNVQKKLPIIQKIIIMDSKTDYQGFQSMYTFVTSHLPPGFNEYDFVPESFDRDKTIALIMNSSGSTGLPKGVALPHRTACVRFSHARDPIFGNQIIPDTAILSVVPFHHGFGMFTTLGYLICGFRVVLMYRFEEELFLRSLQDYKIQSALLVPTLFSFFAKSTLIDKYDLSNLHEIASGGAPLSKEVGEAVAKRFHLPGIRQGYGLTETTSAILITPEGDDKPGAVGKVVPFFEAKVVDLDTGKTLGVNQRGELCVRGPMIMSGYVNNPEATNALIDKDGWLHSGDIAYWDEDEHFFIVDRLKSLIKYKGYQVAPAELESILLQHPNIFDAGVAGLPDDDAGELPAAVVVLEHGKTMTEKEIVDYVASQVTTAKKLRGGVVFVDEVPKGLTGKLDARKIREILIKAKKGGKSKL
#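 Purified P. pyralis luciferase (10nM final) with 10uM D-luciferin and 10uM ATP (Km levels) in 50mM Tris acetate pH 7.5, 10mM Mg acetate, 0.01% Tween-20, 0.05% BSA; qHTS 6-point titration, ~60 µM downward; luminescence read.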
# The depositor's hits bear a star; ? = inconclusive. Potency is read from the fitted curve at half-maximal effect. These rows are one share of the data; the hit share may differ from the screen's.
SMILES,FLuc modulator
CSc1cccc(NC(=O)C2CCN(c3ncnc4c3nc3n4CCCCC3)CC2)c1,?
CCc1ccc(S(=O)(=O)c2nnn3c2nc(NCCNC(C)=O)c2cc(Cl)ccc23)cc1,2%
Cc1ccc(C(=O)Nc2ccc3nc(SCC(=O)N4CCc5ccccc54)sc3c2)cc1,?
CC(=O)c1ccc(S(=O)(=O)Nc2cccc(-c3ccc(N4CCCCCC4)nn3)c2)cc1,4.8µM*
COc1ccc(C(=O)Nc2nnc(SCc3cc(=O)c4cc(C)ccc4[nH]3)s2)cc1OC,?
COc1cccc(NC(=O)Cn2c(=O)cc(C)c3c(C)nn(-c4cccc(F)c4)c32)c1,-14%
COc1ccc(NC(=O)c2cc3c(=O)n(C)c4ccccc4c3s2)cc1Cl,0%
COCCCNC(=O)c1ccc2nc(CCc3ccccc3)oc2c1,?
CCN(C(=O)C1CCCN(S(=O)(=O)c2c(C)noc2/C=C/N(C)C)C1)c1cccc(C)c1 (configuration not stated),-8%
CN(C)c1ccc(CNC(=O)Cn2c(-c3cccs3)cc3cc(Cl)ccc32)cc1,-1%
Cc1cc(C)c(NC(=O)c2cc(C)nc3c2c(C)nn3-c2cccc(F)c2)c(C)c1,2%
COc1ccccc1C(=O)Nc1nnc(SCc2cc(=O)c3cc(Cl)ccc3[nH]2)s1,-8%
CC(C)c1ccc(NC(=O)c2ccc(F)c(S(=O)(=O)N3CCCC3)c2)cc1,1%
CCOC(=O)c1cc2c(=O)n3ccccc3nc2n(CC2CCCO2)c1=NC(=O)c1ccc(OCC)cc1 (configuration not stated),2%
COc1ccc(C(C)=O)cc1CSc1nc(NCc2ccc(Cl)cc2)c2ccccc2n1,0%
O=C1CC(c2ccccc2)Sc2nc(-c3ccc(F)cc3)nn21 (configuration not stated),-19%
Cc1ccc(NC(=O)CN2C(=O)CSc3ccc(S(=O)(=O)N4CCCC4)cc32)cc1F,5%
CCOC(=O)c1ccc(NC(=O)CC2C(=O)N(c3ccccc3)C(=O)N2Cc2cccs2)cc1 (configuration not stated),?
COc1ccc(NS(=O)(=O)c2cc(-c3onc(C)c3C)ccc2C)c(OC)c1,-11%
CCc1ccc(S(=O)(=O)c2c[nH]c3cc(OC)c(OC)cc3c2=O)cc1,3%
O=C(CCS(=O)(=O)c1ccc(Br)cc1)Nc1ccc(Cl)c(C(F)(F)F)c1,-14%
CN(Cc1ccccc1)S(=O)(=O)c1nnc(NC(=O)c2ccccc2Cl)s1,-2%
CCOC(=O)c1c(-c2ccc(C)cc2)csc1NC(=O)c1cc(=O)c2ccc(C)cc2o1,-5%
COc1ccc(-c2[nH]nc3nc(-c4cc(Br)ccc4OC)cc(C(=O)O)c23)cc1,-19%
O=C1CC(c2ccc(Br)cc2)c2c(ccc3ccccc23)N1 (configuration not stated),-18%
COc1cccc(Cn2c(C)c(CNCc3ccccc3Cl)c(C(=O)O)c2C)c1,5%
Cc1cc2oc(C(=O)Nc3ccc(S(=O)(=O)N(C)Cc4ccccc4)cc3)cc(=O)c2cc1C,-1%
COC(=O)c1ccc(NC(=O)c2c(-c3ccccc3)c(-c3ccccc3)nn(C)c2=O)cc1,-11%
CCc1ccc(S(=O)(=O)N(C(=O)c2ccncc2)c2ccc3oc(C)c(C(=O)OC)c3c2)cc1,-7%
CC1CN(C(=O)N2CCC(C(=O)NCc3ccco3)CC2)c2cc(Cl)ccc2O1 (configuration not stated),0%
COc1ccc(NS(=O)(=O)c2ccc3[nH]c4c(c3c2)CCCCCC4)cc1,3%
Cc1nn(C(C)C(=O)N2CCN(c3ccc(F)cc3)CC2)c(=O)c2c1sc1ccccc12 (configuration not stated),-9%
Fc1ccc(-c2nc(-c3cccs3)c(-c3cccs3)[nH]2)cc1,-6%
Clc1ccc2c(c1)NC(c1ccncc1)=NC(c1cccs1)=N2,?
O=C(Nc1ccc(F)cc1)c1cccn1-c1nnc(N2CCCCC2)s1,?
CC(CNC(=O)Cn1c(-c2cccs2)cc2cc(Cl)ccc21)c1ccccc1 (configuration not stated),-5%

# Molecules above that contain a COOH group, in the order listed:
SMILES,FLuc modulator
COc1ccc(-c2[nH]nc3nc(-c4cc(Br)ccc4OC)cc(C(=O)O)c23)cc1,-19%
COc1cccc(Cn2c(C)c(CNCc3ccccc3Cl)c(C(=O)O)c2C)c1,5%

# The list continues.
SMILES,FLuc modulator
O=S(=O)(c1ccccc1)n1nc(-c2ccc(Cl)cc2)nc1NCc1ccccc1,2%
CCOc1ccc(CCNC(=O)c2cn(-c3cccc(OC)c3)c(=O)c3ccccc23)cc1,?
Cc1oc(-c2cccc(Br)c2)nc1CSc1nc2ncccc2[nH]1,-10%
COc1cccc(CNC(=O)Cn2c(=O)n3nc(-c4cccc(F)c4)nc3c3ccccc32)c1,-1%
COc1ccccc1CN1COc2ccc3c(oc(=O)c4ccccc43)c2C1,-3%
CCOC(=O)c1c(S(=O)(=O)N2CCN(c3cc(Cl)ccc3C)CC2)c(C)n(C)c1C,-8%
COc1ccc(-c2cc(C(=O)NCc3ccc(C)cc3)c3cc(C(C)C)ccc3n2)cc1,-3%
COC(=O)c1ccc(NC(=O)N2CCN(c3nnc(C)c4c(C)n(-c5ccccc5)nc34)CC2)cc1,-8%
Cn1nc(C(=O)N2CCN(c3ccc(Cl)cc3)CC2)c2c1-c1ccccc1SC2,-2%
O=C(CSc1oc(-c2ccc(F)cc2)nc1S(=O)(=O)c1ccc(Cl)cc1)c1ccccc1,2%
O=C(NC1CC(=O)N(c2ccc(Cl)cc2)C1)C1CCCCC1 (configuration not stated),0%
CCOc1ccc(CCNC(=O)c2cccc(-n3c(C)nc4cccnc43)c2)cc1,-12%
CCN1CCc2nc3sc(C(=O)Nc4cccc(Cl)c4C)c(N)c3cc2C1,6%
Cc1ccc(CNS(=O)(=O)c2cc(C(=O)Nc3cccc(C(F)(F)F)c3)ccc2F)cc1,2%
COc1ccc(C)c2sc(N(Cc3cccnc3)C(C)=O)nc12,-1%
CCOC(=O)C1CCCN(c2cc(C)nc3c(-c4ccccc4OC)c(C)nn23)C1 (configuration not stated),0%
O=C(CCCc1ccccc1)NC1CC(=O)N(c2ccc(F)cc2)C1 (configuration not stated),-11%
CCSC1=NC2(CCN(C(=O)NC3CCCCC3)CC2)N=C1c1ccc(OC)cc1,-15%
O=C(c1cn(CCOc2ccc(Cl)cc2)c2ccccc12)C1CCCCC1,1%
CCc1ccc(Oc2c(C(F)(F)F)oc3c(CN4CCN(CC)CC4)c(O)ccc3c2=O)cc1,-12%
Cc1ccc(Nc2c(-c3c[nH]c4ccccc34)nc3cc(C)ccn23)cc1,-11%
COc1ccc(CCNC(=O)C(=O)NCC(c2ccco2)S(=O)(=O)c2cccs2)cc1 (configuration not stated),-2%
COCCn1c(CCC(=O)Nc2ccc(OC)c(OC)c2)nc2cccnc21,-1%
O=C(CSc1nc2c([nH]c3ccccc32)c(=O)n1-c1ccccc1)Nc1cccc(C(F)(F)F)c1,4%
CCOC(=O)c1cc(-c2ccccc2)n(CCC(=O)Nc2cc(OCC)ccc2OCC)c1C,-1%
CCC(C)NC(=O)c1sc2nc(C)c(C(=O)Nc3ccc(C)cc3C)c(-c3ccc(Br)cc3)c2c1N (configuration not stated),-2%
CCN1CCN(c2ncc3c(n2)CCN(Cc2cc(Br)cs2)C3)CC1,-4%
O=C(CCC1N=C2c3ccccc3N=C(SCC(=O)Nc3ccccc3F)N2C1=O)NCc1cccs1 (configuration not stated),1%
Cc1ccc(S(=O)(=O)Cc2nc(-c3ccc(C(=O)NCc4ccccc4C)cc3)oc2C)cc1,-13%
Cc1ccc(Cl)cc1NC(=O)C(C)n1nnc2sc3c(c2c1=O)CCCC3 (configuration not stated),-1%
COc1ccccc1CCNC(=O)Cn1ccc2cc(S(=O)(=O)N3CCCCCC3)ccc21,0%
CC1=C(c2ccc(C)cc2)S(=O)(=O)N(Cc2ccc(C(=O)NCc3ccccc3)cc2)C1=O,-7%
O=C(NCC(c1ccc(Cl)cc1)N1CCCCC1)c1ccccc1 (configuration not stated),-11%
Cn1c(SCc2cccc(F)c2)nc2c([nH]c3ccccc32)c1=O,-3%
O=C(CSc1nc2c(c(=O)[nH]1)CCCC2)Nc1cccc(O)c1,-1%
Cn1cnc(S(=O)(=O)N2CCC(C(=O)Nc3ccc(Cl)c(C(F)(F)F)c3)CC2)c1,6%

# Random excerpt: five entries already listed, in no set order.
SMILES,FLuc modulator
O=C(CSc1nc2c(c(=O)[nH]1)CCCC2)Nc1cccc(O)c1,-1%
Cn1c(SCc2cccc(F)c2)nc2c([nH]c3ccccc32)c1=O,-3%
O=C(NCC(c1ccc(Cl)cc1)N1CCCCC1)c1ccccc1 (configuration not stated),-11%
Cc1ccc(S(=O)(=O)Cc2nc(-c3ccc(C(=O)NCc4ccccc4C)cc3)oc2C)cc1,-13%
Cn1cnc(S(=O)(=O)N2CCC(C(=O)Nc3ccc(Cl)c(C(F)(F)F)c3)CC2)c1,6%

# Part of the list above in order of molecular weight, lowest first:
SMILES,FLuc modulator
O=C(CSc1nc2c(c(=O)[nH]1)CCCC2)Nc1cccc(O)c1,-1%
CCOC(=O)c1cc(-c2ccccc2)n(CCC(=O)Nc2cc(OCC)ccc2OCC)c1C,-1%
CCC(C)NC(=O)c1sc2nc(C)c(C(=O)Nc3ccc(C)cc3C)c(-c3ccc(Br)cc3)c2c1N (configuration not stated),-2%

# Further compounds
SMILES,FLuc modulator
CCc1ccccc1NC(=O)C(=O)NCC(c1cccnc1)N1CCc2ccccc21 (configuration not stated),-2%
COc1cc(NC(=O)CC(C)n2nc(C)cc2C)cc(OC)c1 (configuration not stated),-2%
O=C(COc1ccccc1Cl)Nc1ccc2oc(-c3ccccc3F)nc2c1,2%
CC(C)c1ccc(NC(=O)CN2C(=O)COc3ccc(S(=O)(=O)N4CCCCCC4)cc32)cc1,?
O=C(NCc1cccnc1)c1nn(-c2ccc(Cl)cc2)nc1CO,-10%
CC(=O)Nc1cccc(C(=O)NCc2ccc3c(c2)CCN3C(=O)c2ccc(F)cc2)c1,?
CC(C)NC(=O)CCC(=O)N1Cc2ccccc2Oc2ncccc21,2%
Cc1ccc(CN2CCN(C3CCNCC3)C(=O)C2=O)cc1,2%
Cc1ccc(NC(=O)C(Cc2ccccc2)NS(=O)(=O)c2ccc3c(c2)oc(=O)n3C)cc1C (configuration not stated),0%
CCOc1ccccc1NC(=O)N1CCc2c(sc(C)c2CC)C1c1ccccc1 (configuration not stated),0%
CCN1CCN(c2ncc3c(n2)CCN(Cc2cc(F)cc(F)c2)C3)CC1,2%
CCCn1c2ccccc2c2cnn(CC(=O)N3CCN(c4ccccc4F)CC3)c(=O)c21,?
Cc1cc(C)cc(NC(=O)Cc2csc(C)n2)c1,-10%
CCOC(=O)c1cc(-c2ccccc2)n(CC(=O)NCc2ccccc2OC)c1C,-2%
CCC(C)NC(=O)c1cnn(-c2ccc(Cl)cc2)c1C1CCN(C(=O)OC(C)(C)C)CC1 (configuration not stated),4%
COc1ccccc1NC(=O)C1=C(C)Nc2ncnn2C1c1ccccc1C(=O)O (configuration not stated),5%
COc1cc(C(=O)Nc2ccc(NC(=O)c3ccc(C(C)(C)C)cc3)cc2)cc(OC)c1OC,-10%
Cc1ccc(NC(=O)C2CCCN(c3ncnc4onc(C)c34)C2)c(Cl)c1 (configuration not stated),5%
Cn1nc(C(=O)Nc2cc(F)ccc2F)c2c1-c1ccccc1SC2,-1%
Fc1ccccc1N1CCN(Cc2nnc(-c3ccc4c(c3)OCO4)o2)CC1,4%
O=C(Cn1ncc2c3ccccc3n(Cc3ccccc3)c2c1=O)NC1CCCCCC1,-4%
CCC(C)NC(=O)CSc1nnc(-c2ccc(C)cc2)c(-c2ccc(C)cc2)n1 (configuration not stated),-10%
COC(=O)c1ccc([C@H]2Nc3ccc(S(=O)(=O)Nc4ccc(F)cc4)cc3[C@H]3C=CC[C@H]32)cc1,-22%
CCC(=O)N1c2ccccc2CC1C(=O)NCc1ccc(N(C)C)cc1 (configuration not stated),-5%
COc1cc(OC)c(NC(=O)Cn2cnc3sc(C)c(S(=O)(=O)N4CCC(C)CC4)c3c2=O)cc1Cl,5%
CCCn1cnc2cc(NC(=O)c3cc(OC)c(OC)c(OC)c3)ccc21,?
CCC(=O)C1=C(c2ccccc2)N(C(=O)CC)n2c(nnc2-c2ccccc2)S1,2%
CCc1ccc(CNC(=O)CSc2c3c(nc4ccc(Cl)cc24)CCCC3)cc1,4%
Cc1ccc(NC(=O)CCN2C(=O)c3ccccc3Sc3ncccc32)c(Cl)c1,0%
COc1ccc(NC(=O)CCc2nnc3n(Cc4ccccc4Cl)c(=O)c4ccccc4n23)cc1,5%
Cc1cccn2c(=O)c3cc(C#N)c(=O)n(-c4nnc(SCc5ccc(F)cc5)s4)c3nc12,1%
COc1ccc(N2CC(C(=O)Nc3ccccc3-c3nc(-c4ccc(C)cc4)no3)CC2=O)cc1 (configuration not stated),-4%
COc1cc(O)ccc1-c1nc2ccc(Br)cn2c1Nc1ccccc1C,2%
CCCc1ccc(OC(=O)CSc2nnc(-c3cccs3)o2)cc1,-4%
O=C(NCCCc1nc2ccccc2n1Cc1ccc(Cl)cc1Cl)c1ccco1,-8%
Cc1ccc(CNS(=O)(=O)c2cc3c(cc2Cl)NC(=O)CO3)o1,6%
O=C(Nc1cccc(Cl)c1)N1CCC(CN2CCOCC2)CC1,-7%
COc1ccc(OC)c(NC(=O)Nc2cccc(OCc3cc(=O)n4cc(C)ccc4n3)c2)c1,1.2µM*
CCn1c(=O)cc(SCC(=O)NCc2ccc(F)cc2Cl)c2ccccc21,-19%
CCc1ccc(-c2nc3c(c(SCc4ccccc4F)n2)Cc2c(CO)cnc(C)c2O3)cc1,2%

# An excerpt of these results, with tabs.
Structure	FLuc modulator
O=C(Nc1cccc(Cl)c1)N1CCC(CN2CCOCC2)CC1	-7%
COc1ccc(OC)c(NC(=O)Nc2cccc(OCc3cc(=O)n4cc(C)ccc4n3)c2)c1	1.2µM*
